Source: PubChem BioAssay (several laboratories)
Phagocytosis inh: inhibitors of macrophage phagocytosis, primary screen, imaging, J774A.1 cells, IgG beads. J774A.1 macrophage IgG-bead phagocytosis. inhibition, % at 5 µM. hit rate 0.07% among 110,000. AID 1029, 2008;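 active means inhibition above the mean of the plate negative controls plus 5 SD, cut at about 13% in these data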;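 further: phagocytic index as fraction of beads internalized from green versus red external bead signal; plate controls were DMSO negative control for no effect and cytochalasin-D positive control for full effect; some results beyond the cut were filed as inactive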
HCT116 bCat-KO: primary screen for growth suppressors in beta-catenin knockout HCT116 cells (colon tumor, human); hit rate 1.5% among 140,000; AID 818, 2007; viability, % at 10 µM; HCT116 beta-catenin knockout viability, CellTiter-Glo, 60 h; hits give low values;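 active means viability at or under a set limit, the compound median less 4 SD, cut at about 6% in these data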;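 further: 0% = Hyamine 1622 control at 20 µM and 100% = untreated cell control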
PTEN del growth: growth suppression of PTEN-null HCT116, primary screen, cell-based, CellTiter-Glo | HCT116 PTEN-null viability, 60 h; hits give low values | viability, % at 10 µM | hit rate 1.2% among 140,000;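 active means viability at or below a set limit, 4 SD under the median of all tested compounds, cut at about 3.7% in these data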;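 further: PTEN knockout HCT116 line with beta catenin targeted HCT116 as companion control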
Yeast lifespan up: compounds extending yeast replicative lifespan, primary screen, S. cerevisiae, OD615. S. cerevisiae growth with nicotinamide; deaD strain in restrictive glucose medium. inhibition of the nicotinamide effect, % at 10 µM. hit rate 0.68% among 130,000. AID 775, 2007;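 active means inhibition above a set limit, placed 3 SD over the median of all compounds, cut at about 26% in these data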;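 further: 0% = nicotinamide-treated wells and 100% = cells grown without nicotinamide; some compounds called inactive have numbers as strong as hits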
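Material: Modified budding yeast, DeaD strain | Medium: Restrictive glucose medium | Probe or stimulus: 1.5 mM nicotinamide | Dosing: Single dose 10 µM compound, 0.25% DMSO | Times: 48 h at 30 °C | Technique: OD615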
MRP1 act: H69AR viability gain despite doxorubicin, primary screen, MRP-1 activator project, H69AR cells, CellTiter-Glo | viability rescue | hit rate 0.61% among 140,000 | AID 799, 2007 | viability increase, % at 10 µM;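 active means viability gain under doxorubicin at or above a set limit, the compound median plus 3 SD, cut at about 4.7% in these data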;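 further: MRP-1 overexpressing cells given doxorubicin 25 µM after compound pretreatment; 18-22 h compound pretreatment then 72 h with doxorubicin before readout; 0% = doxorubicin-only wells and 100% = vehicle-treated cells without doxorubicin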
Measles CPE: compounds protecting cells from measles virus cytopathic effect, primary screen, measles RdRp inhibitor project, single point, MLSMR library, absorbance; protection (pct of control), % at 4 µM; Measles virus-infected cells, CPE protection; hit rate 1.5% among 140,000; in the data active means protection mostly above about 24%, no sharp cut-off; inactive means mostly below about 26%; further: some compounds called inactive have numbers as strong as hits
GALR2 blocker: GALR2 antagonists in receptor-expressing cells, primary screen; Galanin receptor type 2 (Homo sapiens), O43603; antagonist mode; hit rate 0.39% among 140,000; inhibition, % at 4 µM; in the data active means inhibition above about 27%;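 further: cells stimulated with galanin 1-16 at roughly its EC80; 0% = agonist challenge control and 100% = basal control without agonist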
Target sequence (O43603 whole entry, looked up): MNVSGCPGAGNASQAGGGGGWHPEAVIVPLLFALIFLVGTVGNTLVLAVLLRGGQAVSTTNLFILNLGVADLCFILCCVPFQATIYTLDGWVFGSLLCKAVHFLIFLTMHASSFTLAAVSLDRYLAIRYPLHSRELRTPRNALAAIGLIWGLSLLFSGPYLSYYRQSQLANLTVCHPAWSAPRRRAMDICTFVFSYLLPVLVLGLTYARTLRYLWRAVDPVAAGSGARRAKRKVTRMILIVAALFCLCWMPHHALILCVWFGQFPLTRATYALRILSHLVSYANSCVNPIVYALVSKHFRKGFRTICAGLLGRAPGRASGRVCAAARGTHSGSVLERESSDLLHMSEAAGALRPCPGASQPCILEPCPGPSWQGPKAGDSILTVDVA
NPY Y2 blocker: NPY-Y2 receptor antagonists, primary screen, cell-based. NPY-Y2 expressing cells, antagonist mode. inhibition, % at 2.7 µM. hit rate 0.99% among 140,000; in the data active means inhibition above about 17%;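 further: 0% = vehicle with agonist challenge and 100% = reference antagonist with challenge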
Target sequence (P49146 whole entry, looked up): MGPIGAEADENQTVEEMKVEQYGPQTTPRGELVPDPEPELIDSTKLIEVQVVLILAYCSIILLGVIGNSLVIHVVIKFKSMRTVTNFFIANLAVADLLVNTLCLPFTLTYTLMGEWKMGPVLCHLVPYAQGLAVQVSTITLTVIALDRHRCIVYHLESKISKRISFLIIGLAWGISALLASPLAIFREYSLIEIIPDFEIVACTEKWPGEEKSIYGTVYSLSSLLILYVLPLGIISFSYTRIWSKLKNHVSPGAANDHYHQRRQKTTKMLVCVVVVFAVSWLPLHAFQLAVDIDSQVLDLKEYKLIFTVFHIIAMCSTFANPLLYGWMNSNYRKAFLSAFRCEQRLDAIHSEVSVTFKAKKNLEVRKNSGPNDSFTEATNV
BB579 growth dn: growth inhibitors of yeast BB579 in restrictive medium, primary screen, yeast lifespan-shortening project, S. cerevisiae; OD615, 48 h; inhibition, % at 10 µM; hit rate 0.51% among 140,000;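 active means inhibition above a set limit, 3 SD over the mean compound inhibition, cut at about 44% in these data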; further: inactives centre near -24
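System: Saccharomyces cerevisiae DeaD strain BB579, replicative lifespan model yeast. Buffer or medium: restrictive glucose-based CSMM-D medium. Doses: one dose, 10 µM compound with 0.25% DMSO. Timing: 4 h preincubation and 48 h exposure at 30 °C. Detection: turbidity as optical density at 615 nm. Benchmarks: amphotericin B 10 µg/mL, positive.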
E-sel TNF inh: E-selectin induction blockers in HUVEC – imaging, immunofluorescence, high content, primary screen; inhibition, % at 2 µM; HUVEC TNFa-induced E-selectin immunofluorescence; hit rate 0.71% among 120,000; AID 1246, 2008;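 active means inhibition above the batch mean plus 3 SD, and confirmed as a hit on visual image review, cut at about 43% in these data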;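 further: 0% = TNF-stimulated DMSO wells and 100% = unstimulated control wells; not every result past the cut was called active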
An asterisk follows results filed as active; nt = no result given.

SMILES	Phagocytosis inh	HCT116 bCat-KO	PTEN del growth	Yeast lifespan up	MRP1 act	Measles CPE	GALR2 blocker	NPY Y2 blocker	BB579 growth dn	E-sel TNF inh
COC(=O)c1ccccc1NC(=O)Cn1cc2c(n1)CCC(C)C2 (stereo not given)	0	69	72	0	-1.6	10	14	6	-5	2
CCOc1ccc(C(C)(O)CN2CCOCC2)cc1 (stereo not given)	nt	102	95	-13	-1.5	8	2	0	-5	-11
COC(=O)C1=C(C)N(C)C(C)=C(C(=O)OC)C1c1cccc(Br)c1	-1	75	70	-4	-2.0	4	9	8	-48	10
CNC(=S)Nc1ccc(C)cc1	0	96	101	-1	11*	5	1	0	-19	17
CNC(=S)NCCC(c1ccccc1)c1ccccc1	-2	96	92	-1	-1.8	5	-6	0	-26	nt
Cc1ccc(F)cc1NC(=O)c1ccc2c(c1)OCO2	nt	93	97	-12	-0.5	28	5	5	-79	-5
Cc1n[nH]c(=S)n1/N=C/c1ccc(OCc2ccc(Cl)cc2Cl)cc1	-5	103	91	1	-0.9	8	6	12	-55	-4
CCOC(=O)C(/C=C(\C#N)C(=O)OCC)=C(/N)N1CCN(c2ccccc2)CC1	nt	97	89	-1	-3.0	8	-16	2	-22	11
S=C(NCCCN1CCOCC1)NCCCN1CCOCC1	-5	103	97	4	-3.2	5	-1	0	-18	nt
COc1ccccc1COCC(O)CNCC1(N2CCCCC2)CCCCC1 (stereo not given)	0	74	85	6	-0.8	18	6	9	-53	19
Cc1cc2c(nn1)CCC/C2=N\O	-1	99	99	-2	0.1	3	-7	2	-10	-7
CCCCC(=O)Nc1ccc2c(c1)C(=O)NC2=O	0	113	111	-7	3.1	12	-1	1	1	nt
Cc1ccccc1NC(=O)/C(=C\c1cccs1)NC(=O)c1ccco1	0	101	95	3	0.5	12	11	1	-25	-1
CCC1CCc2c(sc(NC(C)=O)c2C#N)C1 (stereo not given)	-7	101	96	-4	1.7	9	-4	12	-6	nt
CCCCNC(=S)NC(=O)c1ccc([N+](=O)[O-])cc1	-3	101	106	-11	-1.3	9	1	4	-6	9
COc1ccc(CN2C(=O)CCC2(C)C(=O)NC2CCCCCC2)cc1 (stereo not given)	-3	97	85	-2	-3.8	4	7	-2	-7	5
CCC(c1nnnn1Cc1cccs1)N1CCN(C2CCCC2)CC1 (stereo not given)	-1	87	94	-13	-0.1	1	2	17	1	25
COc1ccc(NC(=O)c2cc(S(=O)(=O)N3CCCCC3)ccc2N2CCCCC2)cn1	1	61	66	-3	-4.1	5	6	8	-27	nt
O=C1CCCC/C1=C/Nc1ccc(C(=O)O)cc1	1	88	90	-15	-2.0	3	-13	1	0	nt
O=c1c2[nH]c3ccc(F)cc3c2ncn1CCN1CCOCC1	0	91	105	-1	-3.4	4	-19	-1	-25	5
O=C1CC(c2ccccc2)CC(O)=C1C=NCc1ccco1 (stereo not given)	0	84	98	18	-0.7	6	-6	0	-23	-13
CC(NC(=O)c1ccc2c(c1)OCO2)C(c1cccs1)N1CCOCC1 (stereo not given)	0	88	99	nt	-3.3	6	6	0	-16	2
COC(=O)c1ccccc1NC(=O)CN1CCC(n2nnc3cc(F)ccc32)CC1	-1	94	102	-6	-2.2	3	-2	8	-38	-7
O=C(c1cnc2n(c1=O)CCS2)N1CCN(c2ccc([N+](=O)[O-])cc2)CC1	0	85	103	-2	-3.1	24	-2	6	15	12
COc1ccc(-c2cc(=O)n(-c3nc4ccccc4[nH]3)[nH]2)cc1	-1	95	83	-25	-3.5	5	6	-1	96*	1
Cc1n[nH]c(=O)nc1NCc1ccco1	nt	94	89	-9	-1.4	8	-4	-1	-72	-51
Cc1nnc(NC(=O)CSc2nc(C(C)C)nc3ccccc23)s1	-1	57	37	-4	-1.9	0	3	1	-40	-54
COc1ccc(NS(=O)(=O)c2cc([N+](=O)[O-])ccc2N/N=C\c2c(C)[nH]c3ccccc23)cc1	0	14	3.8*	3	-5.6	2	9	1	-65	nt
O=C(O)C1CCC(N2C(=O)C3CCCCC3C2=O)CC1 (stereo not given)	2	97	88	-9	-3.0	18	-9	-1	-29	-12
COc1ccc(-c2cc(C(=O)O)c3ccccc3n2)c(OC)c1	0	95	95	-9	-1.4	6	-3	4	-51	-8
Cc1cccc2c1CC(C)(C)N=C2C1=C(O)CCCC1=O	2	89	87	-13	-2.4	5	-18	0	-10	2
COc1ccc2ccccc2c1C1CC(=O)N2CN(C)CSC2=C1C#N (stereo not given)	-1	78	93	-11	-1.6	17	-6	-2	-33	-40
O=C(COC(=O)CN1C(=O)c2ccccc2C1=O)Nc1ccc(S(=O)(=O)N2CCCC2)cc1	0	97	114	-5	-0.5	5	18	17	-58	-42
Nc1nc2n(n1)C(c1cccc(Cl)c1)CC(c1ccc(F)cc1)N2 (stereo not given)	0	96	94	-8	0.8	10	-1	1	-61	nt
C=CCn1c(SC2CCOC2=O)nc2sc(C)c(C)c2c1=O (stereo not given)	nt	97	112	nt	0.5	6	-10	6	-27	-2
CCCCC(O)(CCN1CCOCC1)c1ccc(Cl)cc1 (stereo not given)	1	73	75	-13	-2.0	9	-7	6	-26	12
CC(=O)N(C(C)=O)c1ncc2c([nH]c3ccccc32)c1C#N	nt	69	76	-1	-5.5	8	-11	-1	-34	2
Cc1ccccc1-c1nnc(-c2ccccc2)o1	3	88	85	-25	-3.3	6	15	9	-17	-48
CCC1Oc2ccccc2N(CC(=O)NCCCN2CCCCC2CC)C1=O (stereo not given)	4	95	100	-11	-1.0	0	3	2	-6	-3
CSc1nc2c(c(=O)n1-c1ccc(F)cc1)SCC2	nt	94	97	nt	-0.5	44*	4	1	-28	10
O=C(COC(=O)c1ccc2ncsc2c1)Nc1ncc(Cl)cc1Cl	nt	96	95	-2	-2.0	3	4	2	-30	nt
O=C(NCCc1ccccc1)C(c1cccs1)N(C(=O)c1csnn1)C1CC1 (stereo not given)	0	90	91	0	-0.5	8	-4	2	-36	8
O=C(COC(=O)c1cc(S(=O)(=O)N2CCCCC2)ccc1N1CCOCC1)NC1CCCCC1	0	82	91	-14	-1.0	7	9	3	-6	4
CCOC(=O)c1[nH]nc(N)c1NC(=O)c1ccc(Cl)cc1Cl	nt	92	93	-4	-4.1	28	5	3	-21	-17
COc1ccc(CCC(C)NCC2CCCCC2)cc1 (stereo not given)	-16	82	80	-2	0.7	19	13	5	-16	nt
CCCC1CCC(=NNC(=O)OC(C)(C)C)CC1 (stereo not given)	-15	97	100	1	2.8	13	-5	4	6	-38
COc1ccc(-n2c(=S)[nH]c3cc(C(=O)NCCCN4CCCC4=O)ccc3c2=O)cc1OC	-1	84	99	-5	-0.1	7	-26	1	-54	6
O=Cc1cn(CC(=O)N2CCOCC2)c2ccccc12	nt	99	98	nt	-4.3	8	-4	0	-13	-23
O=C(/C=C/c1cccc([N+](=O)[O-])c1)NCCSc1ccccc1	nt	97	96	-25	-2.2	29	-1	4	-10	4
CCOc1ccc(NC(=O)N2CCC(C(=O)c3ccc(F)cc3)CC2)cc1	nt	85	98	-23	-2.3	7	3	0	-23	9
O=C(COc1ccc([N+](=O)[O-])cc1)N(Cc1ccccc1)Cc1ccccc1	-2	73	63	44	-1.5	32*	22	23*	-24	nt
COC(=O)c1cc(NC2c3ncccc3C(=O)N2Cc2ccccc2)cc(C(=O)OC)c1 (stereo not given)	1	94	99	3	0.8	3	-7	1	-4	nt
COc1ccc(C2C(C#N)=C(N)Oc3cc(C)n(Cc4ccncc4)c(=O)c32)cc1 (stereo not given)	-2	98	95	8	-2.8	3	-4	1	-29	8
CCCCn1c(CCC(=O)O)nc2c1c(=O)[nH]c(=O)n2CCC	-1	98	108	5	0.4	4	-1	-2	-14	-5
N=c1sccn1CC(=O)NCCc1ccc(Cl)cc1	0	96	87	-16	-3.3	6	-4	2	-14	81*
Cc1[nH]c2ccc(C(=O)OCCN(C)C)cc2c1C	0	92	93	-16	-0.4	7	-9	6	9	-15
CC1CCN(S(=O)(=O)c2cccc(C(=O)N(C)C3CCS(=O)(=O)C3)c2)CC1 (stereo not given)	-1	75	88	-23	-3.5	14	-1	-1	-4	-30
O=C(Nc1cccc(O)c1)c1noc2c1CCCCC2	nt	79	82	-22	-1.9	13	-19	0	-45	0

Filtered by structure, the compounds so far containing a halogen
SMILES	Phagocytosis inh	HCT116 bCat-KO	PTEN del growth	Yeast lifespan up	MRP1 act	Measles CPE	GALR2 blocker	NPY Y2 blocker	BB579 growth dn	E-sel TNF inh
COC(=O)C1=C(C)N(C)C(C)=C(C(=O)OC)C1c1cccc(Br)c1	-1	75	70	-4	-2.0	4	9	8	-48	10
Cc1ccc(F)cc1NC(=O)c1ccc2c(c1)OCO2	nt	93	97	-12	-0.5	28	5	5	-79	-5
Cc1n[nH]c(=S)n1/N=C/c1ccc(OCc2ccc(Cl)cc2Cl)cc1	-5	103	91	1	-0.9	8	6	12	-55	-4
O=c1c2[nH]c3ccc(F)cc3c2ncn1CCN1CCOCC1	0	91	105	-1	-3.4	4	-19	-1	-25	5
COC(=O)c1ccccc1NC(=O)CN1CCC(n2nnc3cc(F)ccc32)CC1	-1	94	102	-6	-2.2	3	-2	8	-38	-7
Nc1nc2n(n1)C(c1cccc(Cl)c1)CC(c1ccc(F)cc1)N2 (stereo not given)	0	96	94	-8	0.8	10	-1	1	-61	nt
CCCCC(O)(CCN1CCOCC1)c1ccc(Cl)cc1 (stereo not given)	1	73	75	-13	-2.0	9	-7	6	-26	12
CSc1nc2c(c(=O)n1-c1ccc(F)cc1)SCC2	nt	94	97	nt	-0.5	44*	4	1	-28	10
O=C(COC(=O)c1ccc2ncsc2c1)Nc1ncc(Cl)cc1Cl	nt	96	95	-2	-2.0	3	4	2	-30	nt
CCOC(=O)c1[nH]nc(N)c1NC(=O)c1ccc(Cl)cc1Cl	nt	92	93	-4	-4.1	28	5	3	-21	-17
CCOc1ccc(NC(=O)N2CCC(C(=O)c3ccc(F)cc3)CC2)cc1	nt	85	98	-23	-2.3	7	3	0	-23	9
N=c1sccn1CC(=O)NCCc1ccc(Cl)cc1	0	96	87	-16	-3.3	6	-4	2	-14	81*
